Bioassay records as filed in PubChem BioAssay.
Pol III holo inh – inhibitors of bacterial DNA polymerase III holoenzyme | reconstituted DNA polymerase III holoenzyme replication, biochemical | Potency, µM (titrated, usually from 57.1 µM), inactives show at the top dose activity change, negative = inhibition | hit rate 0.25% among 71,000 | AID 603; further: potency means the concentration at half of the fitted maximal effect; on the % scale 0 is the no-effect control and ±100 the full control effect
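Reconstituted *E. coli* holoenzyme (0.35 nM Pol III, 1 nM beta, 154 nM SSB, 2 nM primase) was preincubated with compound for 15 min at RT. Synthesis on 1.4 nM ssM13Gori ran 35 min, then was stopped with PicoGreen/EDTA and read as dsDNA fluorescence.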
TexasRed autofl – compounds fluorescent in Texas Red spectral region. Compound fluorescence, Texas Red channel, 547/618 nm; hits give high values. max dye-equivalent concentration, M. hit rate 0.06% among 59,000; in the data active means max dye-equivalent concentration above about 10 nM; inconclusive means between about 1.1 nM and that limit
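Compound titrations in 100 mM Tris pH 8.0 were incubated 15 min at room temperature and read at 547 nm excitation / 618 nm emission. Texas Red six-point standard curve on each plate converted fluorescence to dye-equivalent concentration.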
Ub-GFP proteasome – inhibits proteasome, raising ubiquitin-GFP reporter fluorescence; AID 526; Potency, µM (top dose mostly 45.9 µM), without a hit: at the highest dose activation (GFP accumulation), actives largely listed as activators; 67,000 tested, under 10 active; Ubiquitin-GFP reporter cells, proteasome inhibition, GFP fluorescence; response scale: untreated = 0%, 10 µM MG-132 = 100%; active means well fitted activation curve with a large enough effect, not every such curve was filed as active; inconclusive means small, poorly fitted or top-dose-only effect, or another doubt; inactive means no such curve, though single readings can be large or run the other way; further: potency means the concentration at half of the fitted maximal effect
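Proteasome block read as GFP accumulation: ubiquitin(G76V)-GFP U2OS cells exposed to compound (2.9 nM–46 uM) for 4 hr at 37 C. Normalization used untreated cells as 0% and 10 uM MG-132 as 100%; concentration-response curves fitted.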
Hsp90 Hop PPI – changes Hsp90-Hop TPR2A binding signal, up or down; AlphaScreen TPR2A-His6 binding biotin-Hsp90 C-terminal peptide; Potency, µM (series often up to 57 µM), without a hit: at the highest dose activity change, negative = inhibition; hit rate 0.44% among 71,000; AID 595; active means well fitted curve in either direction with a large enough effect; inconclusive means small, poorly fitted or top-dose-only effect, or another doubt; further: potency means the concentration at half of the fitted maximal effect; on the % scale 0 is the no-effect control and ±100 the full control effect; many of its hits are not listed in these tables
HADH2 inhib – blocks human hydroxyacyl-CoA dehydrogenase type II. Q99714. recombinant HADH2, NADH fluorescence, beta-hydroxybutyryl-CoA. AID 886. Potency, µM (highest dose often 57.1 µM), inactives show at the top dose activity change, negative = inhibition, actives largely listed as inhibitors. hit rate 3.4% among 73,000; further: potency means the concentration at half of the fitted maximal effect; on the % scale 0 is the no-effect control and ±100 the full control effect; nearly all actives have a fitted effect of over 60% in size; many of its hits are not listed in these tables
Target sequence (Q99714 whole entry, looked up, one chain of several): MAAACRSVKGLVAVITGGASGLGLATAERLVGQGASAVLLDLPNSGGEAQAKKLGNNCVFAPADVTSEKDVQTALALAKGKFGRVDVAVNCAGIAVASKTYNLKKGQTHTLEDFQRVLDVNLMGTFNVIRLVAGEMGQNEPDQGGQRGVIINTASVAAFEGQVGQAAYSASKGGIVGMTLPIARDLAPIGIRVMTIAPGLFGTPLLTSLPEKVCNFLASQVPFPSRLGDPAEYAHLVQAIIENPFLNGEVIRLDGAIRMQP
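E. coli-expressed His-tagged HADH2 tested at 20 nM in alkaline Tris buffer (pH 9.0); oxidation of 90 uM beta-hydroxybutyryl-CoA with 1 mM NAD+ tracked fluorimetrically for 4 min.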
15-hLO inh – inhibitors of human 15-lipoxygenase (ALOX15) | hit rate 1.4% among 74,000 | purified 15hLO-1, xylenol orange hydroperoxide absorbance | Potency, µM (titrated, usually from 57.1 µM), without a hit: at the top dose activity change, negative = inhibition, usual class: inhibitors | P16050; further: potency means the concentration at half of the fitted maximal effect; on the % scale 0 is the no-effect control and ±100 the full control effect; nearly all actives have a fitted effect of over 55% in size
Target sequence (P16050 whole entry, looked up): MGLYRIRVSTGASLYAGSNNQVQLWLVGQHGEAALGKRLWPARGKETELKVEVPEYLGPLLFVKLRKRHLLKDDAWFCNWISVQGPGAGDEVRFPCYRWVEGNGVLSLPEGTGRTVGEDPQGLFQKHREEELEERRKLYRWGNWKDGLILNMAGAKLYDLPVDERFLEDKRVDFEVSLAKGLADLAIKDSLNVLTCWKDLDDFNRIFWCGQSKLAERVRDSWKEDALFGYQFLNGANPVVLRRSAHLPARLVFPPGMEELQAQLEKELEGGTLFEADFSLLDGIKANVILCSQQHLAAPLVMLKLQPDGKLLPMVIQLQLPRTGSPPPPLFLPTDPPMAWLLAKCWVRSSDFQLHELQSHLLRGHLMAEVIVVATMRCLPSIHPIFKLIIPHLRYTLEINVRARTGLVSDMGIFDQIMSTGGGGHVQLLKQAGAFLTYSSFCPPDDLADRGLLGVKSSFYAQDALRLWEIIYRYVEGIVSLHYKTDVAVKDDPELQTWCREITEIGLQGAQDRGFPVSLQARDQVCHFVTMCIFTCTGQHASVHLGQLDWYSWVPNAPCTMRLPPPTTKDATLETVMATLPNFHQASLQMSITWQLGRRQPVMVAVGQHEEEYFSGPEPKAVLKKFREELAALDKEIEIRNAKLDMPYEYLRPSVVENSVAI
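Hydroperoxide formed from arachidonic acid (50 uM) by purified human 15hLO-1 (40 nM) oxidizes ferrous iron, and the ferric-xylenol orange complex is read at 573 versus 405 nm. Compounds were preincubated 15 min; reaction ran 6 min at room temperature.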
Fluorescein autfl – fluorescein region autofluorescence; Compound autofluorescence, 480/540 nm, fluorescein-equivalent; hits give high values; AID 593; max fluorescein-equivalent concentration, M; hit rate 0.91% among 59,000; in the data active means max fluorescein-equivalent concentration above about 10 nM; inconclusive means between about 1.1 nM and that limit
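Fluorescein stocks ranging 3 mM down to 300 nM, plus DMSO blanks, were pinned alongside compounds to build a per-plate standard curve. Buffer: 100 mM Tris, pH 8.0. Incubation 15 min, room temperature; filters 480/540 nm.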
HBB splicing – hemoglobin beta splicing modulation; hit rate 0.06% among 65,000; HBB splicing reporter cell assay, activation; EGFP reporter with mutant IVS2-654 intron; response scale: normalised to 500 nM splice-correcting PNA; Potency, µM (titrated, usually from 46.1 µM), for inactives: at the top dose activation, hits mostly activators; further: potency means the concentration at half of the fitted maximal effect; 0% is about no effect
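Compounds were applied for 2 days to HeLa EGFP-654 cells, 500/well in Optimem with 2% FCS. The reporter's EGFP is disrupted by mis-splicing of beta-globin intron IVS2-654. Readout: summed well GFP fluorescence from 488 nm laser scanning; reference was 500 nM antisense […] 654 PNA.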
Rhodamine fluor – compound autofluorescence in rhodamine spectral region; AID 594; Rhodamine-region fluorescence, 547/598 nm, Tris buffer; hits give high values; max dye-equivalent concentration, M; hit rate 0.05% among 59,000; in the data active means max dye-equivalent concentration above about 11 nM; inconclusive means between about 1.1 nM and that limit
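Compound fluorescence in 100 mM Tris, pH 8.0, read after 15 min at room temperature with 547 nm excitation and 598 nm emission. Output is dye-equivalent concentration from an on-plate rhodamine standard series.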
Epigenetic mod – derepresses silenced GFP locus in mouse C127i cells; mouse C127i GFP locus derepression, cytometry, 30 h; hit rate 0.09% among 68,000; AID 597; Potency, µM (doses to about 46.1 µM), inactives show at the highest dose GFP derepression (activation); further: % of control where 0% means no effect
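Derepression screen: silenced CMV-GFP reporter in murine C127i cells, 30 h compound incubation at 37 C, washed cells imaged by laser-scanning cytometer to enumerate GFP-expressing objects of 20 to 120 um.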
4-MU autofl – 4-MU region autofluorescence | compound autofluorescence, 340/450 nm, 4-MU equivalents; hits give high values | max dye-equivalent concentration, M | hit rate 11% among 59,000 | AID 589; in the data active means max dye-equivalent concentration above about 10 nM; inconclusive means mostly about 1.1 nM to 9.6 nM
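Intrinsic fluorescence at 340/450 nm (ex/em) was read after 15 min at room temperature in pH 8.0, 100 mM Tris. Each compound concentration expressed as 4-MU-equivalent concentration from a six-point 4-MU standard series on each plate.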
Active calls of the source: *; i = inactive; ? = inconclusive; . = not tested or not shown; & = joins results of further samples; [ ] = remark or other dose. Unless noted, the call rests on the fitted dose curve; in most records, active means well fitted curve in the direction sought with a large enough effect; inconclusive means small, poorly fitted or top-dose-only effect, or another doubt; inactive means no such curve, though single readings can be large; an effect the other way counts as inactive or inconclusive. A portion of the library; rates above refer to the full screens.

SMILES | Pol III holo inh | TexasRed autofl | Ub-GFP proteasome | Hsp90 Hop PPI | HADH2 inhib | 15-hLO inh | Fluorescein autfl | HBB splicing | Rhodamine fluor | Epigenetic mod | 4-MU autofl
NC1=N[C@H](c2ccc(Cl)cc2)N(c2ccc(S(=O)(=O)Nc3ncccn3)cc2)C(N)=N1 | -13%[11.4 µM] | i | -8%[9.17 µM] | -1%[11 µM] | 1%[11.4 µM] | 8%[11.4 µM] | ? | 5.1%[9.22 µM] | i | 2%[9.22 µM] | i
COc1ccccc1C1C(C(=O)c2cc3ccccc3o2)=C(O)C(=O)N1CCN(C)C (stereo unspecified) | -1% | i | -2% | -6% | -9% | 14% | i | 0.6%[0.369 µM] | i | 4% | i
O=C(Nc1ccccc1)c1cnc[nH]1 | -2% | ? | -6% | -11% | -4% | 1% | ? | 0.1% | i | -4% | i
Cc1nc(=O)c(-c2ccccc2)c(C)n1Cc1ccccc1 | 0% | i | 6% | 0% | 2% | 9% | i | -0.7% | i | -3% | i
CC(C)OC(=O)c1cc2c(OC[C@@H](O)CNC(C)(C)C)cccc2[nH]1 | -6% | . | -2% | 0% | 1% | -3%[25.6 µM] | . | . | . | 3% | .
CCOC(=O)Cc1nnc(NC(=O)CSc2nnc3c4ccccc4n(C)c3n2)s1 | -4%[11.4 µM] | . | -12%[9.17 µM] | -11%[11 µM] | ? | -11%[11.4 µM] | . | 0.1%[0.0738 µM] | . | -2% | .
CCOC(=O)c1cnc(=O)[nH]c1C | -11% | ? | 9% | -11% | 3% | 11% | ? | 2.8%[1.84 µM] | i | -2% | ?
CCCCOc1ccc(C(=O)NCC(=O)NCC(=O)OCC)cc1 | . | i | . | . | . | . | i | . | i | 8%[20.6 µM] | i
COc1ccc(OC)c(/C=N/c2oc(-c3ccco3)c(-c3ccco3)c2C#N)c1 | -16% | i | -3% | -11% | 20µM* | ? | ? | 1.6%[1.84 µM] | i | -2% | ?
Cc1ccc2[nH]c(=O)c(CN(CC3CCCO3)S(=O)(=O)c3cccc4nsnc34)cc2c1 (stereo unspecified) | 2% | i | 3% | -4% | 13% | -8% | i | -0.4%[57.5 µM] | i | 1% | i
C=C(C)CSc1nc(C)c(Cc2ccccc2)c(=O)[nH]1 | 0% | i | -23% | -5% | -4% | 1% | ? | -2.0% | i | -3% | i
C=CCNC(=O)c1ccccc1NS(=O)(=O)c1ccc(SC)cc1 | -8% | i | -1% | 2% | -8% | -5% | i | 1.4% | i | 3% | i
O=C1OC(=O)[C@@H]2[C@@H]1[C@@H]1CC[C@H]2O1 | -6%&-9% | i | -5%&0% | ? | 8%&-11% | 19% | ? | 0.1% | i | -5%[9.22 µM] | i
O=C(O)[C@@H](c1ccccc1)N1Cc2ccccc2C1=O | -4% | . | 8% | -2% | -27% | 7.9µM* | . | -0.3% | . | . | .
COc1nnc(-c2ccc(N3CCOCC3)c(NC(=O)c3ccco3)c2)c2ccccc12 | 2% | i | -3% | -1% | -4% | 2% | i | 0.6% | i | 5% | i
COc1ccc(NC(=O)C2(N(CC(C)C)C(=O)Cn3nnnc3N)CCCCC2)cc1 | -1% | i | -4% | 1% | -2% | -6% | i | 0.2% | i | 1% | i
COC(=O)C1=C(C)NC(C)=C(C(=O)OCCN(C)Cc2ccccc2)[C@@H]1c1cccc([N+](=O)[O-])c1 | -3% | i | 0% | -27% | -8% | -13% | ? | 1.3% | i | -2% | i
Cc1noc(C)c1C(=O)N1CCC[C@@]2(CCN(Cc3ccc(C#N)cc3)C2)C1 | -6% | i | 3% | -8% | -10% | -8% | i | 3.3% | i | 14%[9.22 µM] | i
Cc1onc(-c2ccccc2Cl)c1C(=O)NCc1ccccn1 | -4% | i | -7% | -5% | -5% | -7% | i | -0.4% | i | 3% | i
OC1(c2cccc(F)c2)CCN(Cc2ccncc2)CC1 | 3% | i | -8% | 3% | 3% | 11% | i | . | i | 5% | i
NC1(C(=O)O)CCCCC1 | -4% | i | 0% | -4% | -25% | -3% | ? | -0.3% | i | -1% | i
Cc1sc2nc(C3CC3)nc(N3CCN(S(=O)(=O)c4ccc(F)cc4)CC3)c2c1C | -6% | ? | -1% | -2% | 6% | ? | i | 1.7% | i | 0% | i
CCOC(=O)c1cccc(NC(=O)CCS(=O)(=O)c2cccs2)c1 | -8% | i | 2% | 2% | -23% | -9% | ? | -0.1% | i | 2% | i
Cc1ccc(S(=O)(=O)Nc2nc3ccc(S(C)(=O)=O)cc3s2)cc1 | 2% | i | 6% | 2% | -23% | 3% | i | . | i | 0% | i
O=C(CN1C(=O)CCS(=O)(=O)c2ccccc21)NCc1ccc(F)cc1 | -5% | i | -7% | -1% | -2% | 4% | i | 7.0% | i | 0% | i

Next compounds
SMILES | Pol III holo inh | TexasRed autofl | Ub-GFP proteasome | Hsp90 Hop PPI | HADH2 inhib | 15-hLO inh | Fluorescein autfl | HBB splicing | Rhodamine fluor | Epigenetic mod | 4-MU autofl
CN(C)Cc1ccccc1-c1cc(NCc2cccs2)ncn1 | -4% | i | -4% | 1% | 11% | 12% | i | 0.0% | i | -5%[9.22 µM] | i
Cc1ccccc1Nc1nc(N)nc(CSc2nnnn2-c2ccccc2)n1 | 9% | ? | 2% | -12% | -1% | 0% | ? | -0.1%[57.5 µM] | i | -1% | i
C=CCn1c(O)c(C(CC)=NCCN2CCOCC2)c(=O)[nH]c1=O | -2% | ? | -6% | -4% | -7% | -7% | i | 3.6% | i | -5% | i
N#CCCN1CCN(S(=O)(=O)c2ccc(C#N)cc2)CC1 | 1% | i | 10% | 1% | 7% | 5% | ? | -0.2% | i | 5% | i
COc1ccc(OC)c(S(=O)(=O)N2CCCc3ccccc32)c1 | -2% | . | -1% | 4% | -9% | -9% | . | -0.4%[9.22 µM] | . | -2% | .
CC(O)CNc1nc2ccccc2n1-c1ncnc2sc3c(c12)CCC3 (stereo unspecified) | -2% | ? | -3% | -3% | 0% | -3% | i | -0.4%[57.5 µM] | i | -2% | i
O=c1[nH]nc2c3ccccc3cnn12 | 5% | i | -4% | 1% | -4% | -3% | ? | 2.2% | i | -1% | i
CC(C)(C)n1ncc2c(=O)n(CC(=O)NCc3ccccc3)cnc21 | -1% | ? | -2% | 7% | 9% | 1% | i | -1.8% | i | -1% | i
CNC(=O)c1cc(S(=O)(=O)N(C)C)ccc1Cl | 2% | i | -10% | -2% | 2% | -2% | i | -1.5% | i | 3% | i
O=C1CCCN1CCCNc1ncnc2c1[nH]c1ccccc12 | -4% | i | 0% | 0% | 25% | -2% | i | -1.0%[57.5 µM] | i | -2% | ?
Cc1ccc(OCC(=O)Nc2ccc(S(=O)(=O)Nc3onc(C)c3C)cc2)cc1 | -4% | i | 0% | -3% | -8% | 4% | i | 0.2% | i | 0% | i
CC(C)(C)OC(=O)N1CCN(c2ccc(NC(=O)Cn3nnc(-c4ccccc4)n3)cc2)CC1 | 1% | i | -6% | -7% | 0% | -1% | i | -0.3% | i | -2% | i
COc1ccc(-c2nnc(Nc3nc4c(OC)cccc4s3)o2)c(OC)c1 | 4% | i | -1% | -4% | -1% | 45%[activator] | i | -0.9% | i | ? | 4e-08M*
COCCCNC(=O)CC(NS(=O)(=O)c1ccc(OC)cc1)c1ccc(OC)cc1 (stereo unspecified) | 4% | i | 3% | -10% | 10% | 7% | ? | -2.5% | i | -1% | i
Cc1nnc(SCC(=O)N2CCOCC2)c2ccccc12 | . | ? | . | . | . | . | i | . | i | 3%[20.6 µM] | i
c1ccc2c(NCCN3CCOCC3)nc(-c3ccc4c(c3)OCO4)nc2c1 | -22% | i | 0% | -8% | 6% | -10% | i | -0.5% | i | 3%[9.22 µM] | i

Record cards, as listed above.
Cc1ccccc1Nc1nc(N)nc(CSc2nnnn2-c2ccccc2)n1 is entered as Pol III holo inh: 9%; TexasRed autofl: ?; Ub-GFP proteasome: 2%; Hsp90 Hop PPI: -12%; HADH2 inhib: -1%; 15-hLO inh: 0%; Fluorescein autfl: ?; HBB splicing: -0.1%[57.5 µM]; Rhodamine fluor: i; Epigenetic mod: -1%; 4-MU autofl: i
C=CCn1c(O)c(C(CC)=NCCN2CCOCC2)c(=O)[nH]c1=O is entered as Pol III holo inh: -2%; TexasRed autofl: ?; Ub-GFP proteasome: -6%; Hsp90 Hop PPI: -4%; HADH2 inhib: -7%; 15-hLO inh: -7%; Fluorescein autfl: i; HBB splicing: 3.6%; Rhodamine fluor: i; Epigenetic mod: -5%; 4-MU autofl: i
